Exocytosis inh – LAMP-1 surface exposure blockers, TALL-104 cells – cell-based, flow cytometry, MLPCN library, primary screen. TALL-104 LAMP-1 surface exposure; cells stimulated with thapsigargin and PMA. inhibition, % at 10 µM. hit rate 0.66% among 360,000. AID 651702, 2012;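 active = inhibition above about 55%, limit read from the data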
MC4R antagonist – MC4R antagonists of cAMP signaling, primary screen, cell-based, TR-FRET, antagonist arm of biased-ligand search. inhibition, % at 6.5 µM. MC4R-expressing cells, MTII-stimulated cAMP, LANCE TR-FRET. AID 540295, 2011. hit rate 0.48% among 360,000;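 active = inhibition above its plate's cutoff, the mean of tested wells on that plate plus 3 SD, cut at about 29% in these data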;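 note: 0% = Melanotan II alone and 100% = Melanotan II plus saturating MCL0020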
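System: U2OS-MC4R stable cell line; Technique: Eu-cAMP/anti-cAMP TR-FRET, emission 671 nm; Repeats: single well per compound; Also added: Melanotan II; Dosing: one concentration, 6.5 µM nominal; Schedule: 30-min compound, 1-h challenge, 1-h detection, room temperature.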
H9c2 protect – cardioprotection against H2O2-induced cell death, primary screen, uHTS, H9c2 cells, ATPLite luminescence; H9c2 cardiomyocytes, H2O2 injury protection, 2 h; protection from H2O2 cell death, % at 20 µM; AID 588492, 2011; hit rate 0.63% among 360,000;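 active = compounds giving at least 50% protection of heart cells from peroxide-induced death in the single-dose screen, raw or plate-pattern-corrected value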;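 note: 0% = DMSO wells with peroxide and 100% = DMSO wells without peroxide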
MC4R barr agon – MC4R agonists recruiting beta-arrestin, primary screen, cell-based, luminescence, agonist arm of biased-ligand search; activation, % at 8.9 µM; AID 540308, 2011; U2OS MC4R beta-arrestin complementation; percent of melanotan II response, DMSO zero; hit rate 0.98% among 360,000; Melanocortin receptor 4 (Homo sapiens), P32245;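 active = activation above a per-plate cutoff, the mean activation of sample wells on that plate plus 3 SD, cut at about 8% in these data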
ABHD5-PLIN5 inh – ABHD5-PLIN5 interaction inhibitors, primary screen, cell lysate, split luciferase complementation, luminescence; hit rate 0.78% among 360,000; inhibition, % at 4 µM; Perilipin-5 (Homo sapiens) + 1-acylglycerol-3-phosphate O-acyltransferase ABHD5 (Homo …; Split G. princeps luciferase complementation, 4 h; AID 602281, 2012;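 active = inhibition above the mean inhibition across every tested compound plus 3 SD, cut at about 22% in these data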;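 note: 0% = DMSO only wells and the 100% control is not disclosed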
CaV13 ICDI inh – Primary screen for inhibitors of IQ motif and Ca2+-dependent inactivation inhibitor domain binding in CACNA1D, Förster resonance energy transfer in living cells, …. hit rate 0.098% among 340,000. inhibition, % at 12.3 µM. HEK cells, CFP/YFP FRET ICDI-IQ, plate reader, 10 min; percent FRET-ratio fall versus neutral wells;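 active = mean replicate inhibition of at least 30% and at least 1% of replicates passing that level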;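 note: 0% = median of the neutral control wells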
ABCB6 inh 2 – ABCB6 transporter inhibitors, primary screen, K562-ABCB6 cells, flow cytometry, MLPCN library | ATP-binding cassette sub-family B member 6 (Homo sapiens), Q9NP58 | K562-ABCB6 porphyrin accumulation, 1 h; active compounds read low | hit rate 0.19% among 360,000 | fluorescence ratio to DMSO, % at 10 µM;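 active = fluorescence ratio to DMSO below 75%, the collection mean minus 3 SD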;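 note: signal is porphyrin accumulated inside mitochondria; 100% equals median channel fluorescence of DMSO control wells; lower ratio means ABCB6 inhibition with less porphyrin fluorescence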
PDI turbidity – inhibitors of human PDI, primary screen, biochemical, turbidity, single point, plate reader | Protein disulfide-isomerase (Homo sapiens), P07237 | PDI insulin aggregation turbidity, A650, 90 min | inhibition, % at 10 µM | hit rate 0.052% among 350,000;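 active = mean inhibition across replicates of 30% or more, whatever share of single replicates reach that level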;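 note: absorbance from insulin aggregation driven by PDI reduction with DTT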
Target sequence (P07237 whole entry, looked up): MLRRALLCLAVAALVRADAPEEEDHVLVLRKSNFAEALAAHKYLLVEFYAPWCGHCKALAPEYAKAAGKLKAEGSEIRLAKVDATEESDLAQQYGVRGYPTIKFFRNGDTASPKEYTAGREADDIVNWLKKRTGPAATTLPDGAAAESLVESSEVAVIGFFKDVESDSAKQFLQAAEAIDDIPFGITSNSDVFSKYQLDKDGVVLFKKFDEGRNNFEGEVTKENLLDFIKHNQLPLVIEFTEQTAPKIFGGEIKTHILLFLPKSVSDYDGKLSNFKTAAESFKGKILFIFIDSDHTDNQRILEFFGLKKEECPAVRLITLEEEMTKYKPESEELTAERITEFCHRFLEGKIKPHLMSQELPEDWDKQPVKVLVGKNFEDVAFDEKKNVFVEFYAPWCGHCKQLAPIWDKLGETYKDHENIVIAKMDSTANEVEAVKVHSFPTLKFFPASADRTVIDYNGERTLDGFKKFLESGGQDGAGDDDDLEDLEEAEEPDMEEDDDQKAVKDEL
Glyco luc inh – increase of ERlucT glycosylation luciferase signal, primary screen, N-linked glycosylation inhibitor project, D54 ERlucT cells, luminescence, set 2; hit rate 0.23% among 360,000; AID 588692, 2011; reporter increase, % at 12.5 µM; D54 ERlucT glycosylation luciferase reporter, 24 h; percent of 100 nM tunicamycin response;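 active = mean luciferase reporter signal, scaled so untreated is 0 and the glycosylation-blocking control 100, at or above a set limit in every replicate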;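 note: luciferase carries N-glycosylation sites so blocking glycosylation raises the light; 0% = median of neutral control wells and 100% = median of 100 nM tunicamycin wells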
m5-HT2A agonist – mouse Htr2a agonists via beta-arrestin recruitment, primary screen, cell-based, luminescence. 5-hydroxytryptamine receptor 2A (Mus musculus), P35363. CHO-K1 mHTR2A beta-arrestin complementation; percent of 30 µM serotonin response. activation, % at 7.6 µM. hit rate 0.66% among 360,000. AID 624169, 2012;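 active = activation above a run cutoff, the mean activation of all tested compounds plus 3 SD, cut at about 14% in these data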;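 note: 0% = plate median of compound wells and 100% = 30 µM serotonin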
Target sequence (P35363 whole entry, looked up): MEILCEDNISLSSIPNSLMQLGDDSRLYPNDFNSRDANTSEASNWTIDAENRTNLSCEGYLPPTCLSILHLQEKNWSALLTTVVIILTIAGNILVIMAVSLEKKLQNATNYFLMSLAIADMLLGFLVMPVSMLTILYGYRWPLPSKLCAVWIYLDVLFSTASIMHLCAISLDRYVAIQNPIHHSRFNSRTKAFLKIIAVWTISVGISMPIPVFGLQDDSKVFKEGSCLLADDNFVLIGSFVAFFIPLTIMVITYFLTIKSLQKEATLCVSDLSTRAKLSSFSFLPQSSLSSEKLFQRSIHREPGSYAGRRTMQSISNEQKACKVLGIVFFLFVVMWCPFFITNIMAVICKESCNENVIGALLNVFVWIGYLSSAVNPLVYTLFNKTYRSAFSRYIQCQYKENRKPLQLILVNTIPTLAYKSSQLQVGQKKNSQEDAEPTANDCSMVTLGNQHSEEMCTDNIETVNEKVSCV
* marks the source's active call; other numbers are inactive results; . = no result given; & = joins results of further samples.

SMILES	Exocytosis inh	MC4R antagonist	H9c2 protect	MC4R barr agon	ABHD5-PLIN5 inh	CaV13 ICDI inh	ABCB6 inh 2	PDI turbidity	Glyco luc inh	m5-HT2A agonist
CC(=O)Oc1ccc(N(C(C)=O)S(=O)(=O)c2cccs2)c2ccccc12	2	-1	-15	-2.6	2	-9	93	4	6	7
Cc1cc(C(=O)NNC(=S)NC(C)c2ccccc2)c2ccccc2n1 (centres undefined)	0	3	3	-4.1	-1	-8	96	-2	0	-2
O=C(Nc1nccs1)c1ccc(Cl)c(S(=O)(=O)N2CCOCC2)c1	0	5	17	-1.1	-1	-6	102	2	0	-2
Cc1ccc(Cl)cc1NC(=O)c1ccccc1OCC(=O)Nc1ccc(Cl)cc1	-1	23	-20	15*	3	-8	97	9	-10	6
COc1ccc(C(=O)O/N=C(\N)c2ccccc2)cc1OC	-14	1	-2	-2.0	0	-20	99	8	1	7
O=C(NC1CCC(C(=O)O)CC1)OCc1ccccc1 (centres undefined)	-5&-2&1	1&-7&0	4&18&1	-0.1&-0.3&-0.6	-4&-4&-3	-6&-3&-4	98&104&105	4&3&11	-1&2&-1	2&-2&5
CN(c1ccccc1)S(=O)(=O)c1ccc(C(=O)NCC2CCCO2)cc1 (centres undefined)	-3	18	2	-0.1	5	-6	115	2	-1	-2
COc1ccc(CCCc2nnc(SCC(=O)Nc3ccc(C)c(C)c3)o2)cc1	-2	-2	0	5.8	4	-6	97	1	0	-3
NC(=O)c1ccc(NC(=O)COC(=O)c2ccc3c(c2)OCO3)cc1	-16	8	-6	-4.3	-9	-5	91	4	0	0
COc1ccc(NC(=O)CSC2CCCCC2)cc1	0	3	2	-3.0	0	-9	89	-1	-7	-1
Cc1ccc(OCCCC(=O)N(C)CC(=O)Nc2ccccc2Cl)cc1	-3	-1	1	-2.8	1	-14	104	-6	-1	0
CCc1cc(S(N)(=O)=O)cc(CC)c1NC(C)=O	-6	14	0	-1.8	3	2	101	1	2	2
CCOC(=O)Cn1ccc(NC(=O)COc2ccc(F)cc2)n1	-2	2	3	-0.2	-3	-7	80	1	1	-2
Cc1ccc(C(O)CCc2ccc(N)cc2)cc1 (centres undefined)	-7	6	11	-1.6	5	-4	92	2	5	3
CCOC(=O)N1CCN(CCC(=O)Nc2cccc(C)c2)CC1	0	-1	-2	0.8	-7	-2	99	1	2	-5
O=C(Nc1ccccc1Oc1ccccc1)C1CCCC1	3	3	-3	1.7	-6	-2	100	-9	0	-1
COc1cccc(NC(=O)C(C)N2C(=O)c3ccccc3C2=O)c1 (centres undefined)	-5	1	7	-2.1	-1	-3	95	3	1	4
CCOc1ccccc1C1CC(c2ccc(Cl)cc2)Nc2nc(N)nn21 (centres undefined)	-1	9	1	-1.7	8	-2	98	.	2	-3
COCCCNC(=O)CC1C[C@H](C(=O)N2CCCCC2)[C@@]2(C)c3[nH]c4ccccc4c3CCN2C1=O (some centres undefined)	-11	4	10	-3.0	4	-5	104	-5	0	0
CC1(C(=O)OCC(=O)N2c3ccccc3Sc3ccccc32)CC1(Cl)Cl (centres undefined)	-1	12	-8	-1.3	-6	-5	103	-5	0	-5
CCCCNC(=O)O[C@H]1C[C@@H]2CCN3C(=O)CCC[C@H]([C@H]1CC)[C@H]23	7	10	-3	-1.5	11	-17	98	-11	3	0
Clc1cc2c(c(Cn3cnc4ccccc43)c1)OCOC2	-1	-1	-9	-1.5	7	-5	91	4	-1	8
CCC/C(O)=C1\C(=O)CCCC1=NCCc1c(C)[nH]c2ccccc12	-9	5	6	1.0	-2	-5	92	5	-1	0
O=[N+]([O-])c1ncccc1Oc1nc(-c2cccnc2)nc2ccccc12	-4	-4	31	-1.7	1	-4	98	-3	-5	1
Cc1ccc(C(=O)NNC(=O)Cc2cccs2)cc1	-2	-1	-2	-0.2	1	-5	94	-8	3	5

Next section
SMILES	Exocytosis inh	MC4R antagonist	H9c2 protect	MC4R barr agon	ABHD5-PLIN5 inh	CaV13 ICDI inh	ABCB6 inh 2	PDI turbidity	Glyco luc inh	m5-HT2A agonist
COc1ccc(NC(=S)N2CCN(c3ccccc3)CC2)c(OC)c1	-2	0	4	-1.8	2	-21	95	21	-2	1
CC(C)(CO)Cc1cc(C(C)(C)C)c(O)c(C(C)(C)C)c1	1	-1	-18	7.5	-10	-6	93	6	-3	6
O=C(NCc1ccccc1Cl)c1csc([C@H]2C[C@H](O)[C@@H](CO)O2)n1	-3	4	-2	-1.1	6	-6	94	6	-1	1
C=C1CCc2c([nH]c3ccc(OCC(C)C)cc23)C1=O	-16	45*	-19	14*	42*	-19	104	13	-18	2
Nc1nc(C2CC2)c(Sc2sc(N)nc2C2CC2)s1	-1	-6	-24	-1.7	-20	0	109	-2	-6	1
O=C(CCNS(=O)(=O)c1ccc(Br)s1)NCc1ccccc1	0	-2	3	-0.3	-13	-7	97	4	2	-3
CCc1ccc(-n2c(=O)c3ccccc3n(CC(=O)C(C)(C)C)c2=O)cc1	2	24	3	-0.5	1	-6	105	5	-1	5
O=S(=O)(Cc1ccccc1)N1CCCC1	1	2	4	-2.3	-7	-8	101	-3	1	1
Cc1cc(OCCCC(=O)NCCc2ccccn2)ccc1Cl	1	-5	-2	0.0	0	-2	93	10	3	1
O=C(O)CCCN=C1CCCc2ccccc2N1	-6	-3	0	1.7	0	-4	93	10	1	1
O=C(CN1C(=O)C2CCCCC2C1=O)N1CCN(c2ccccc2)CC1 (centres undefined)	15	-16	-4	-0.2	10	-3	93	1	0	6
Cc1cc(C)n2nnnc2n1	8	4	4	0.4	-12	-5	95	-3	2	-2
CCC(=O)NC(C)C(c1cccs1)N1CCOCC1 (centres undefined)	2	-2	-1	-0.1	1	-9	99	-2	0	-5
COc1cc(/C=C/C(=O)OCC(=O)NC2CCS(=O)(=O)C2)ccc1OC(F)F (centres undefined)	1	3	7	2.8	0	-2	94	-5	3	3
COc1cccc2cc(C(=O)N3CCN(C/C=C/c4ccccc4)CC3)c(=O)oc12	4	2	-19	-1.2	2	-5	107	-3	-1	-5
CN(CCC#N)C(=O)c1ccc(CNS(=O)(=O)c2ccc(F)cc2)cc1	4	8	-8	-1.2	-2	.	97	14	1	-3
CC1Cc2ccccc2N1Cc1cc(=O)c(OCC(=O)Nc2ccccc2)co1 (centres undefined)	1	0	-2	-0.1	-3	-6	98	-9	-1	6
O=C(O)Cc1csc(-c2cccc(F)c2)n1	-3	-1	6	-1.6	0	-5	97	-2	3	1
Cc1cccc(N2CCN(C(=O)c3nn(C)c4c3CS(=O)(=O)c3ccccc3-4)CC2C)c1 (centres undefined)	2	0	5	0.0	3	-7	102	-8	0	10
Cc1cccc(CN2CCN([C@@H]3CS(=O)(=O)N[C@H]3COCc3ccccc3)CC2)c1	-2	.	3	.	1	-6	100	.	3	-1
Cc1cnc(C(=O)OCC(=O)N2CCC(C)CC2)cn1	-4	6	5	0.1	-9	-2	93	-3	1	0
Nc1cc(-c2ccc(Br)cc2)nc2cc(-c3ccccc3)nn12	0	0	-4	2.6	-13	-6	98	1	4	1
Cc1ccc(S(=O)(=O)N(C(=O)c2ccncc2)c2ccc3oc4c(c3c2)CCCC4)cc1[N+](=O)[O-]	-1	13	-16	-3.1	-1	-2	98	-3	0	10
CCOC(=O)C1=C(C)N=C2SC(C(=O)OC)=CC(=O)N2C1c1ccc(F)cc1 (centres undefined)	-1	7	-3	-2.5	-11	-8	108	-4	1	7
C=CCn1c(SCC(=O)c2c(N)n(C)c(=O)n(C)c2=O)nc2sc(CC)cc2c1=O	-7	9	21	-1.4	-6	-5	89	-7	-1	-3
CN1CCN(CC(=O)NN(Cc2ccccc2)c2ccccc2)CC1	0	2	6	-2.7	-1	-4	97	-3	3	2
CC1(C)Cc2nc3sc4c(SCC(=O)NCc5ccccc5)ncnc4c3cc2CO1	10	-18	-5	-2.3	-5	-6	97	3	24	-3
O=[N+]([O-])c1ccc(NC(=S)N2CCCC2)cc1	0	2	1	-2.0	-4	-19	112	-2	3	-3
COc1ccccc1CC(NC(C)=O)C(=O)NC1CCN(S(=O)(=O)c2ccc(NC(C)=O)cc2)CC1 (centres undefined)	3	-2	-1	-0.1	-2	-4	98	7	-1	3

Some of the entries above, set out differently:
Second line of a record: Exocytosis inh, MC4R antagonist, H9c2 protect, MC4R barr agon, ABHD5-PLIN5 inh, CaV13 ICDI inh, ABCB6 inh 2, PDI turbidity, Glyco luc inh, m5-HT2A agonist
COc1ccc(NC(=S)N2CCN(c3ccccc3)CC2)c(OC)c1
    -2, 0, 4, -1.8, 2, -21, 95, 21, -2, 1
CC(C)(CO)Cc1cc(C(C)(C)C)c(O)c(C(C)(C)C)c1
    1, -1, -18, 7.5, -10, -6, 93, 6, -3, 6
O=C(NCc1ccccc1Cl)c1csc([C@H]2C[C@H](O)[C@@H](CO)O2)n1
    -3, 4, -2, -1.1, 6, -6, 94, 6, -1, 1
C=C1CCc2c([nH]c3ccc(OCC(C)C)cc23)C1=O
    -16, 45*, -19, 14*, 42*, -19, 104, 13, -18, 2
Nc1nc(C2CC2)c(Sc2sc(N)nc2C2CC2)s1
    -1, -6, -24, -1.7, -20, 0, 109, -2, -6, 1
O=C(CCNS(=O)(=O)c1ccc(Br)s1)NCc1ccccc1
    0, -2, 3, -0.3, -13, -7, 97, 4, 2, -3
CCc1ccc(-n2c(=O)c3ccccc3n(CC(=O)C(C)(C)C)c2=O)cc1
    2, 24, 3, -0.5, 1, -6, 105, 5, -1, 5
O=S(=O)(Cc1ccccc1)N1CCCC1
    1, 2, 4, -2.3, -7, -8, 101, -3, 1, 1
Cc1cc(OCCCC(=O)NCCc2ccccn2)ccc1Cl
    1, -5, -2, 0.0, 0, -2, 93, 10, 3, 1
O=C(O)CCCN=C1CCCc2ccccc2N1
    -6, -3, 0, 1.7, 0, -4, 93, 10, 1, 1
O=C(CN1C(=O)C2CCCCC2C1=O)N1CCN(c2ccccc2)CC1 (centres undefined)
    15, -16, -4, -0.2, 10, -3, 93, 1, 0, 6
Cc1cc(C)n2nnnc2n1
    8, 4, 4, 0.4, -12, -5, 95, -3, 2, -2
